Screens (PubChem)
CHO parental Ca = counter-screen for OX1R antagonists: effect in parental CHO cells; parental CHO-K1, ATP-induced calcium, Fluo-8 fluorescence; inhibition, % at 5.6 µM; 330,000 compounds, 0.63% hits;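 active = inhibition above that plate's mean sample inhibition plus 3 SD, cut at about 26% in these data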;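 note: 0% = ATP-challenged DMSO wells and 100% = DMSO wells without ATP; some compounds past the cut are filed as inactive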
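test system = CHO parental line | reagent = ATP stimulus | measured by = intracellular calcium via Fluo-8 no-wash fluorescent dye | control set = ATP and no-ATP DMSO wells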
CHO-K1 Ca antag = counter-screen for M1 antagonists: effect in parental CHO-K1 cells; ATP-induced calcium, Fluo-8 fluorescence; inhibition, % at 3 µM; 360,000 compounds, 0.6% hits; AID 602250;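 active = inhibition above a per-plate cutoff, the plate's mean sample inhibition plus 3 SD, cut at about 24% in these data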;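 note: 0% = DMSO plus EC80 ATP and 100% = DMSO alone without ATP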
M1 ag = human M1 muscarinic receptor agonism; P11229; CHO-K1 hM1, Fluo-8 calcium fluorescence, agonist mode; 0% DMSO, 100% acetylcholine EC100; activation, % at 3 µM; 360,000 compounds, 0.33% hits;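 active = activation above the run's mean compound activation plus 3 SD, cut at about 16% in these data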;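 note: peak over basal fluorescence ratio within a 140 s kinetic read after compound addition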
M1 antag = human CHRM1 antagonism. P11229. CHO-K1 hM1, Fluo-8 calcium fluorescence, ACh EC80 antagonist. inhibition, % at 3 µM. 360,000 compounds, 1.3% hits;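 active = percent inhibition above its own plate's cutoff, namely the mean of that plate's compound wells plus 3 SD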;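 note: peak over basal fluorescence ratio during 140 s after agonist addition; 0% = ACh EC80 plus DMSO and 100% = DMSO alone without agonist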
OXTR potentiate = potentiates the human oxytocin receptor response; 320,000 compounds, 0.061% hits; P30559; activation, % at 3 µM; AID 2445; CHO-OTR cells, Fluo-8 calcium fluorescence, potentiator mode; 0% = oxytocin EC15, 100% = EC100;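 active = activation above that plate's cutoff, the mean activation of tested compounds plus 3 SD, cut at about 6.6% in these data, passing the limit was not always enough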;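 note: 100% uses oxytocin at 75 nM as the full agonist control; some results filed as inactive read as strong as hits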
Target sequence (P30559 whole entry, looked up): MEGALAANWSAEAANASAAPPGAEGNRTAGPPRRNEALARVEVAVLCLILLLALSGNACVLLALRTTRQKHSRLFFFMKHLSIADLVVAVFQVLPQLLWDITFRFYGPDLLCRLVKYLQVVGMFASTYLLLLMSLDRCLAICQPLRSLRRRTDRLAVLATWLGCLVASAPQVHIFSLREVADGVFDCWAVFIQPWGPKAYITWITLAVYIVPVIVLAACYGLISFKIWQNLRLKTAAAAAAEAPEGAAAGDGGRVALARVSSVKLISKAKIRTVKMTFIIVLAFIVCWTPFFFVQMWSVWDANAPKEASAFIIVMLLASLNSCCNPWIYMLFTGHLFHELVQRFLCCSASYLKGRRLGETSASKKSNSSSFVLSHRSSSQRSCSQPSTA
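Dosing: Single dose, 3.0 µM nominal final compound concentration | Material: Human OTR in CHO cells | Technique: Kinetic Fluo-8 calcium fluorescence | Benchmarks: EC15 oxytocin alone as 0%, 75 nM oxytocin as 100% | Probe or stimulus: Oxytocin at about EC15, sub-maximal agonist stimulus | Incubation: Compound 6 min at room temperature before oxytocin, 100 s read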
CHO-K1 Ca ag = M1 agonist counterscreen hit in parental CHO-K1 cells; Fluo-8 calcium fluorescence; scaled to maximal ATP response, vehicle zero; 360,000 compounds, 0.48% hits; activation, % at 3 µM; in the data active = activation above about 15%;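 note: untransfected CHO-K1 host cells lacking M1 receptor as counterscreen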
CHRM4 antagonist = CHRM4 antagonism in calcium assay | inhibition, % at 3 µM | CHO-hM4 cells, ACh EC80, Fluo-8 calcium fluorescence | P08173 | 360,000 compounds, 0.73% hits | AID 624125;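 active = inhibition above its plate's cutoff, the mean inhibition of sample wells plus 3 SD, cut at about 27% in these data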;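 note: 0% = acetylcholine EC80 with DMSO and 100% = DMSO without agonist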
Target sequence (P08173 whole entry, looked up): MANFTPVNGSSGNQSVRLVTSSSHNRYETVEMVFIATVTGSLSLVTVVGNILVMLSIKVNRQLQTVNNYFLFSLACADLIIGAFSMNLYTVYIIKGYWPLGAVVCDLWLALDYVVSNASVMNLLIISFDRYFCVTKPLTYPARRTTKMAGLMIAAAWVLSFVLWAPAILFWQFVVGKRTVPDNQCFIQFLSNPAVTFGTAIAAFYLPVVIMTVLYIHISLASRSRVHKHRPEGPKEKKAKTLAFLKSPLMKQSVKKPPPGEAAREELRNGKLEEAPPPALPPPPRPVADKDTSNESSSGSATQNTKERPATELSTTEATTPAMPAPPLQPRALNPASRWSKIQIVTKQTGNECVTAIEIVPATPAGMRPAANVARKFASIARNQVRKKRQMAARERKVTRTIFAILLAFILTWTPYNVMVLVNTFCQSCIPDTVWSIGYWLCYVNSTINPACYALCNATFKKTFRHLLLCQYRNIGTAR
M4 ag = agonists of human muscarinic M4 receptor (CHRM4). CHO-K1 hM4/Gqi5, Fluo-8 calcium fluorescence; vehicle 0%, full acetylcholine response 100%. activation, % at 3 µM. 360,000 compounds, 0.14% hits;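 active = activation above the run mean over all test wells plus 3 SD, cut at about 32% in these data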;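 note: peak over basal fluorescence ratio per well then scaled between controls; 0% = DMSO wells and 100% = acetylcholine at EC100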
CHRM1 PAM = human CHRM1 positive allosteric modulation. activation, % at 3 µM. AID 588819. P11229. CHO-K1 hM1, Fluo-8 calcium fluorescence, ACh EC20; 0% = ACh EC20, 100% = maximal ACh. 360,000 compounds, 0.088% hits; in the data active = activation above about 19%, passing the limit was not always enough
Numbers without * were called inactive; x = not tested or not shown.

Compound,CHO parental Ca,CHO-K1 Ca antag,M1 ag,M1 antag,OXTR potentiate,CHO-K1 Ca ag,CHRM4 antagonist,M4 ag,CHRM1 PAM
CCN1CCN(C(=O)C2CCCN(c3ncnc4c3nc3n4CCCCC3)C2)CC1 (stereo unspecified),7,16,-5,-7,-10,-0.5,-2,1,15
O=C(CCS(=O)(=O)Cc1ccccc1F)NCc1ccccc1Cl,2,-2,-2,-6,-10,0.0,7,0,3
Cc1cc(C)c(C#N)c(SCC(=O)C2CC2)n1,-18,-5,-4,-23,1,0.5,-6,1,16
O=C(Oc1ccc(-c2cnc3ccccc3n2)cc1)c1ccc(Cl)c([N+](=O)[O-])c1,-4,2,-3,-15,7,0.2,10,1,13
COc1ccc(N2CCN(C(=O)COC(=O)c3ccc(Cl)nc3)CC2)cc1,6,-7,0,4,-6,0.6,-13,2,5
Cc1ccccc1C(=O)NC(=S)NCC1CCCO1 (stereo unspecified),-9,-2,-3,-5,-17,-0.2,-5,1,4
CCOc1cc(C(=O)OCc2ccc([N+](=O)[O-])cc2)ccc1OCC(=O)N1CCOCC1,-6,1,-2,-8,-7,1.1,3,5,-1
CCOC(=O)/C=C/[C@H]1CCc2cccc(C)c2O1,-10,-11,-8,-4,1,-0.4,-1,2,7
COC(=O)c1cc(S(=O)(=O)NCC2CCN(Cc3ccc(F)cc3)CC2)cn1C,-2,-4,-6,2,-5,-0.7,-1,0,-5
O=C(NC1CCS(=O)(=O)C1)C1C2CC3CC(C2)CC1C3 (stereo unspecified),0,4,-3,4,-1,0.9,6,1,1
Cc1ccc(C)c(NC(=O)CN(C)C(=O)c2ccccc2Cc2ccccc2)c1,-21,1,-4,-8,-7,0.8,-4,3,1
COc1ccc(NC(=O)c2cccc(S(=O)(=O)N3CCN(C)CC3)c2)c(OC)c1,-17,-7,-6,-3,0,2.0,-2,1,2
O=C(COC(=O)c1cccc(Br)c1)Nc1ccc2[nH]c(=O)[nH]c2c1,10,7,-5,14,-9,-0.3,10,0,-8
O=C1CSc2ccccc2N1,x,-17,0,-17,x,0.5,-18,1,8
COc1ccccc1C1/C(=C(/O)c2ccc(C)cc2)C(=O)C(=O)N1CC(C)O (stereo unspecified),-2,2,-2,-11,-6,0.3,9,1,4
Cc1cccc(C)c1NC(=O)NN=C1CCCCC1,-15,-4,0,-5,-3,1.8,6,1,1
O=C(NNC(=O)C1CC1c1ccccc1)c1cccc([N+](=O)[O-])c1 (stereo unspecified),-12,20,0,-2,0,0.1,3,0,-1
O=C(NCc1ccccc1)[C@H]1C[C@@H]1[C@H](NP(=O)(c1ccccc1)c1ccccc1)c1ccccc1,-24,-12,-7,-10,-13,-0.4,-6,7,4
Cc1ccc(S(=O)(=O)NCC(=O)NNC(=O)c2ccc(Br)cc2)cc1C,-14,-8,-4,-11,-4,-0.3,-2,0,4
C=CCN1C(=O)c2ccc(C(=O)NCC(c3ccccc3)N(C)C)cc2C1=O (stereo unspecified),-5,-3,-7,20,-9,0.3,6,1,-12
O=C(COC(=O)c1cccs1)Nc1cccc(S(=O)(=O)NC2=NCCCCC2)c1,7,-5,-4,-1,-4,0.7,-3,3,-1
Cc1ccc[n+](CC(=O)/C=C2\N(C)c3ccccc3C2(C)C)c1,-6,1,-7,-8,-1,0.8,5,0,9
COc1ccc(C(=O)C2CCCN(C(=O)c3ccc(C(C)=O)s3)C2)c(C)c1 (stereo unspecified),x,-10,-1,-3,x,7.4,-14,8,5
CCC(=O)Nc1ccc2c(c1)nc(CCN1CCN(C)CC1)n2C,-12,-15,-2,0,3,0.1,1,0,4
NNC(=O)COc1ccc(-c2n[nH]c(C(F)(F)F)c2-c2ccc(Br)cc2)c(O)c1,-14,-10,2,-2,-4,0.0,4,1,5
CC(C)C(=O)N1CCC1(C)C(=O)Nc1ccccc1OC(F)F (stereo unspecified),x,-1,-2,-10,x,0.6,3,6,7
CCOC(=O)c1[nH]ncc1CN1CCCC(C(=O)c2ccc(OC)c(OC)c2)C1 (stereo unspecified),-18,-4,-12,-9,-12,0.6,-3,0,3
CNc1ccccc1C(C)(C)c1cc(-c2ccc(F)cc2)no1,-25,15,-5,18,-3,1.1,3,2,-13
O=C1CCCc2cc3c(cc21)CCCC3,x,-2,-8,-5,x,-0.4,2,0,-3
COc1ccc(NC(=O)c2ccc(S(=O)(=O)NCc3cccnc3)cc2)cc1,-3,-7,-3,-9,-12,4.2,-7,5,1
CC(=O)Nc1ccc(S(=O)(=O)N2CCN=C2SCc2ccc(F)cc2)cc1,4,-6,3,-7,-16,7.8,-10,14,8
Cc1csc(SCCn2c(N3CCOCC3)nc3c2c(=O)[nH]c(=O)n3C)n1,-2,4,-3,-3,-4,0.3,-8,1,5
N#Cc1cccc(C(=O)OCC(=O)N2CCCc3ccccc32)c1,-18,12,1,-12,-7,0.4,-13,3,23
O=[N+]([O-])c1cccnc1Oc1cc(Cl)c(Cl)cc1Cl,x,-2,-4,-5,x,-0.2,-15,-2,-5
N#C/C(=C/c1ccc(N2CCOCC2)o1)c1nc2ccccc2[nH]1,8,15,25*,31,-12,19*,10,12,-17
COc1cc(/C=C/C(=O)O)cc(S(=O)(=O)Nc2cc(Cl)c(Cl)cc2Cl)c1OC,0,-15,-5,-24,1,0.4,-11,0,5
O=C(CCC1CCCCC1)NCc1ccncc1,-7,-14,-6,9,-6,1.2,-2,1,-3
Cc1cccc(Nc2cnn(C34CC5CC(CC(CC(=O)O)(C5)C3)C4)c(=O)c2Cl)c1,-7,-9,-6,-16,-3,0.1,4,0,6
N=C1/C(=C/c2coc3ccccc3c2=O)C(=O)N=C2SC(c3ccco3)=NN12,-10,34*,85*,52*,2,63*,23,64*,-26
CN(CC1CCN(CCc2cccc(C(F)(F)F)c2)CC1)C(=O)c1ccc(F)cc1F,-18,-11,-8,14,-2,0.1,10,0,-17

Shown with values under each structure: two of the compounds above.
Fields: CHO parental Ca	CHO-K1 Ca antag	M1 ag	M1 antag	OXTR potentiate	CHO-K1 Ca ag	CHRM4 antagonist	M4 ag	CHRM1 PAM
- Cc1cc(C)c(C#N)c(SCC(=O)C2CC2)n1
  -18	-5	-4	-23	1	0.5	-6	1	16
- O=C(Oc1ccc(-c2cnc3ccccc3n2)cc1)c1ccc(Cl)c([N+](=O)[O-])c1
  -4	2	-3	-15	7	0.2	10	1	13

Remaining list, next part
Compound,CHO parental Ca,CHO-K1 Ca antag,M1 ag,M1 antag,OXTR potentiate,CHO-K1 Ca ag,CHRM4 antagonist,M4 ag,CHRM1 PAM
O=C(O)CNC(=O)c1ccc(S(=O)(=O)N2CCOCC2)cc1,0,-12,-4,-5,-3,0.9,-2,0,6
CCN1CCCC1CNC(=O)c1ccc(N2CCCC2=O)cc1 (stereo unspecified),8,-6,-7,-8,-9,0.7,-1,0,7
CCN(c1ccccc1)S(=O)(=O)c1ccc(OC)c(NC(=O)c2c(C)noc2C)c1,x,6,-1,-24,x,-0.1,-21,0,12
CCOc1ccc(C(=O)NCC(=O)OCC(=O)N2CCCC2)cc1,2,-9,-3,5,-10,-0.8,-18,0,-1
Cc1ccccc1NC(=O)c1cc(S(=O)(=O)c2ccccc2)ccc1Cl,-17,14,-1,9,-5,1.3,-11,4,-3
COc1ccc2cc3cc(C(=O)N4CCN(c5ccccc5)CC4)oc3nc2c1,-3,-15,-2,-9,-17,1.0,-6,1,5
CCOc1cccc(-c2c(C(=O)N/N=C/c3cccs3)nnn2-c2nonc2N)c1,-12,-14,20*,-5,-5,25*,-8,8,21
O=C(c1ccc(=O)[nH]n1)N1CCN(S(=O)(=O)c2cccc(F)c2)CC1,x,-3,-4,-11,x,-0.1,-10,0,4
O=[N+]([O-])c1cccc(/C=N/n2c(COc3ccccc3)n[nH]c2=S)c1,-7,18,-2,3,-13,0.5,-1,1,3
CCC(=O)N1CCCC1(C)C(=O)Nc1cccc(Oc2ccccc2)c1 (stereo unspecified),x,-5,-2,-15,x,-0.5,-3,0,9
COc1ccc(NC(=O)c2ccc(NC(=O)c3nc4nccc(C)n4n3)cc2)cc1,-20,-16,-6,3,-8,0.3,-12,2,6
COc1ccc(NC(=O)C2(C)Cc3c(-c4cccc(C(N)=O)c4)ccnc3O2)cc1OC (stereo unspecified),x,-20,-3,1,x,0.3,-13,0,6
O=C(NCCN1CCOCC1)c1c(F)c(F)c(F)c(F)c1F,-4,-8,-3,-17,-11,0.5,-1,0,8
Cc1ccc(OCc2cc(C(=O)N3CCN(C)C[C@@H]3c3ccccc3)no2)cc1C,-19,-8,-3,7,-11,2.7,3,10,-2
Cc1cc(NC(=S)Nc2cccnc2)ccc1Br,-3,6,0,19,-12,2.7,-4,3,0
O=C(N/C(=C\c1ccco1)C(=O)N1CCCC1CO)c1ccccc1 (stereo unspecified),5,-2,-2,0,-3,0.2,-14,3,2
CCOc1ccc2c(c1)OC(c1ccc(C)cc1)(C(F)(F)F)NC2=O (stereo unspecified),-32,-10,-9,5,-7,-0.1,-7,-2,-7
CC1CN(S(=O)(=O)c2cccc(-c3cn4ccccc4n3)c2)CC(C)O1 (stereo unspecified),-15,-13,-3,-6,-6,0.1,-6,3,0
O=C(c1ccco1)N1CCN(Cc2nc(-c3cccs3)no2)CC1,-5,-3,-2,-12,-2,1.3,0,0,7
COc1ccc2nc(N3CCCC3)c(C#N)cc2c1,-12,9,-3,8,-13,-0.1,-1,1,2
COc1cccc(Nc2c3c(nc4c(-c5ccccc5)c(C)nn24)CCC3)c1,-1,-8,-7,-8,-6,1.0,2,-1,4

Rows are unselected; any-hit rate near 2.9%.
